Source: PubChem BioAssay
TGFb inhibitor = inhibitors of TGF-b signaling; HepG2 CAGA-GFP TGF-b/SMAD3 reporter, GFP fluorescence, 18 h; TGF-beta stimulated, 500 pg/mL final; Potency, µM (titrated, usually from 46.1 µM), without a hit: at the highest dose activity, negative = inhibition, usual class: inhibitors; 410,000 tested, 1.2% active; AID 588855; further: on the % scale 0 is the no-effect control and ±100 the full control effect; nearly all actives have a fitted effect of over 65% in size
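First, reporter cells (HEPG2 CAGA-GFP) rested 2 h at 37 degrees C. Next, compounds were pinned in and TGF-beta added to 500 pg/mL final. After 18 h, GFP was imaged per cell and summed per well.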
ATXN viability = cell viability loss in ATXN counter-screen; S2 cells (HEK-293 line with an ATXN2-luciferase reporter) viability, CellTiter-Fluor protease fluorescence, 24 h; Potency, µM (doses to about 56.7 µM), usual class: cytotoxic; 400,000 tested, 0.49% active; further: nearly all actives have a fitted effect of over 40% in size
EPAC2 antagonist = EPAC2 (human) antagonism; EPAC2 GEF exchange of Rap1B-BODIPY-GDP, fluorescence; Q8WZA2; Potency, µM (series often up to 114 µM), for inactives: at the highest dose activity, negative = inhibition, hits mostly inhibitors; 360,000 tested, 0.18% active; AID 720708; further: on the % scale 0 is the no-effect control and ±100 the full control effect; nearly all actives have a fitted effect of over 45% in size; many of its hits are not listed in these tables
Target sequence (Q8WZA2 whole entry, looked up): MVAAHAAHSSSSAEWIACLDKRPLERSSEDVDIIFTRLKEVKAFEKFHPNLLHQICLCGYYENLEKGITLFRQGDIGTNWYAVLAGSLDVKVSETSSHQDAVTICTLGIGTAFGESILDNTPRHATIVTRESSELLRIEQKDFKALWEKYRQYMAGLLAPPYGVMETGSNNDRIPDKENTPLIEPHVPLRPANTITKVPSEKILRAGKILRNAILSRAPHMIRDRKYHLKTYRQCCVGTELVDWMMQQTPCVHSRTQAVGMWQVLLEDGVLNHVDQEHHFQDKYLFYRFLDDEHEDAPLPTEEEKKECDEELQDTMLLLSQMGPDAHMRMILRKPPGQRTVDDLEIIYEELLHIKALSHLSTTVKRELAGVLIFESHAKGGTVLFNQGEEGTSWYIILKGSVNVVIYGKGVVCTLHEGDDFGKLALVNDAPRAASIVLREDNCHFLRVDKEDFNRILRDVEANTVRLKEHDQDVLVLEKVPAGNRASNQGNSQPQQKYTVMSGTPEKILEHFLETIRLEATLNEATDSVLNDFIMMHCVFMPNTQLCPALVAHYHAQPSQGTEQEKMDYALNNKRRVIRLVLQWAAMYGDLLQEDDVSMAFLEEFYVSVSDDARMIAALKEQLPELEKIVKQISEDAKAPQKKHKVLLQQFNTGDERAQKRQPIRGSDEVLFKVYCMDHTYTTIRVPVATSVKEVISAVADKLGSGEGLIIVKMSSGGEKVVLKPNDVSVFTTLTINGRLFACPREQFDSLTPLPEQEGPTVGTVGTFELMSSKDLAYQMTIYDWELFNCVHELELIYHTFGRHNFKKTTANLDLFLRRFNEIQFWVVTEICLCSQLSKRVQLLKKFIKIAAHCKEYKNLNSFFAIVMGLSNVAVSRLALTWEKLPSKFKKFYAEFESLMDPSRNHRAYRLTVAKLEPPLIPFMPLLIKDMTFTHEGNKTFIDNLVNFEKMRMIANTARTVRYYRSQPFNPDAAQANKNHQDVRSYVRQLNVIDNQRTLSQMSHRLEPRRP
Nrf2 activator = activates Nrf2 signaling | AREc32 ARE-luciferase reporter (MCF7-derived line), luminescence, 24 h | Potency, µM (series often up to 46.1 µM), for the others: top-dose activation, most hits filed as activators | 410,000 tested, 0.31% active; further: % of control where 0% means no effect; nearly all actives have a fitted effect of over 65% in size
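Luminescent ARE reporter assay in AREc32_Fluc cells: overnight plating at 37 deg C, 24 hr compound incubation, Steady-Glo added, 30 min RT before reading.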
ATXN2 expr inh = ATXN2 expression inhibition. HEK-293 ATXN2-luciferase reporter, luminescence, 24 h. Potency, µM (doses to about 57 µM), inactives show top-dose activity change, negative = inhibition, hits mostly inhibitors. 360,000 tested, 0.72% active. AID 1745845; further: on the % scale 0 is the no-effect control and ±100 the full control effect; nearly all actives have a fitted effect of over 55% in size
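qHTS (up to 57 uM final) was run with 24 h compound exposure of reporter cells at 37 °C. Each well was multiplexed: SteadyGlo luminescence measured ATXN2-luciferase expression after a fluorogenic Gly-Phe-AFC viability readout (25 uM final).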
HepG2 tox = counter-screen for TGF-b inhibitors: cytotoxicity in HepG2 cells | Potency, µM (titrated, usually from 46.1 µM), inactives show top-dose activity change, negative = cytotoxicity, actives largely listed as cytotoxic | HepG2 CAGA-GFP viability, ATP luminescence, 18 h | 410,000 tested, 0.76% active; further: some results filed as inactive show a strong effect at the top dose
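CellTiter-Glo luminescence gave cytotoxicity after 18 hours at 37 degrees C. The cells were HepG2 CAGA-GFP in 1% FBS DMEM, stimulated with 500 pg/mL TGF-beta after compound addition. %Activity was normalised to no-cell wells (complete cell-killing) and DMSO (no toxicity), and curves were fitted and classified.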
MCF10A rerep = inducers of DNA re-replication in MCF 10A breast cells. Potency, µM (highest dose often 46.1 µM), for the others: top-dose activity, positive = re-replication, usual class: activators. AID 624296. 350,000 tested, 2.9% active. MCF 10A DNA re-replication, Hoechst nuclear intensity, 48 h; further: % of control where 0% means no effect; nearly all actives have a fitted effect of over 50% in size
A549 viability = counter-screen for Nrf2 inhibitors: cytotoxicity in A549 cells | A549 ARE-Fluc cells, CellTiter-Fluor viability, 18-24 h | Potency, µM (top dose mostly 46 µM), for inactives: top-dose activity change, negative = cytotoxicity, hits mostly inhibitors | 390,000 tested, 0.16% active | AID 504648; further: on the % scale 0 is the no-effect control and ±100 the full control effect
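A549 ARE-Fluc cells in 5% FBS OPTI-MEM, 5000 cells/well, rested 2 h then exposed to compounds in concentration-response for 18-24 h at 37 °C. Viability by CellTiter-Fluor fluorescence (Ex 405/Em 525) after 30 min; luciferase luminescence (BugLite, 15 min, RT) read afterwards.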
Nrf2 block = inhibitors of Nrf2 signaling. 360,000 tested, 2.1% active. Potency, µM (series often up to 46 µM), without a hit: at the top dose activity change, negative = inhibition, hits mostly inhibitors. AID 504444. A549 ARE-Fluc reporter, luciferase luminescence, 18-24 h; further: on the % scale 0 is the no-effect control and ±100 the full control effect; nearly all actives have a fitted effect of over 60% in size
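A549 ARE_Fluc cells, 5000/well, 5% FBS OPTI-MEM; compounds in dose-response, 18-24 h at 37 °C/5% CO2; CellTiter-Fluor viability read (Ex 405/Em 525), then BugLite luciferase luminescence = Nrf2 activity.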
An asterisk follows results filed as active; i = inactive; ? = inconclusive; / = no result given; & = joins results of further samples; [ ] = remark or other dose. The call rests on the fitted dose curve; in most records, active means well fitted curve in the direction sought with a large enough effect; inconclusive means small, poorly fitted or top-dose-only effect, or another doubt; inactive means no such curve, though single readings can be large; an effect the other way counts as inactive or inconclusive. Potency means the concentration at half of the fitted maximal effect.

1	CSc1ccccc1NC(=S)NCc1ccc(Cl)cc1
2	CS(=O)(=O)N1CCN(C(=O)COc2ccc3ccccc3c2)CC1
3	O=c1c2cc(N3CCOCC3)ccc2[nH]c(=S)n1CCc1ccccc1
4	CC1CC(=O)Nc2ccccc2N1C(=O)CSc1nnnn1C(C)C (configuration not stated)
5	O=C(Cn1cc(S(=O)(=O)Cc2ccc([N+](=O)[O-])cc2)c2ccccc21)N1CCOCC1
6	COc1ccccc1C(=O)Nc1nsc(-c2ccccc2)n1
7	CCOc1cc(CNCCc2ccccc2)ccc1OCC(=O)NC(C)(C)C
8	Fc1ccc(-n2nnc(-c3ccccc3)n2)cc1
9	CCOC(=O)N1CCN(CC(O)COCc2ccccc2)CC1 (configuration not stated)
10	COc1ccc(N(CC(=O)NC(C)c2ccccc2)S(=O)(=O)c2c(C)noc2C)cc1 (configuration not stated)

Assay by compound	1	2	3	4	5	6	7	8	9	10
TGFb inhibitor	-13%	7%	-3%	-1%	-1%	0%	5%	15%	3%	-3%&-16%
ATXN viability	i	i	/	i	i	i	?	i	i	i
EPAC2 antagonist	-17%	1%	10%	3%	6%	1%	4%	-12%	2%	14%
Nrf2 activator	2.1%	1.8%	2.5%	0.0%	-0.3%	11%	-0.3%	-0.2%	0.3%	-0.1%&-0.4%
ATXN2 expr inh	0%	9%	8%	6%	7%	60%[activator]	-8%	9%	2%	-16%&2%
HepG2 tox	-11%	-3%	-8%	6%	31%	-23%	-32%	26%	-3%	-5%&-1%
MCF10A rerep	-4%	1%	?	-8%	20%	6%	?	-2%	2%	-2%
A549 viability	11%	-2%	0%	-3%	-4%	1%	-13%	8%	-1%	-1%&4%
Nrf2 block	?	8%	10%	-5%	3%	20%	9%	5%	-2%	11%&2%

3 entries out of the list, arranged by length of the SMILES, ascending:
1	CSc1ccccc1NC(=S)NCc1ccc(Cl)cc1
9	CCOC(=O)N1CCN(CC(O)COCc2ccccc2)CC1 (configuration not stated)
5	O=C(Cn1cc(S(=O)(=O)Cc2ccc([N+](=O)[O-])cc2)c2ccccc21)N1CCOCC1

Assay by compound	1	9	5
TGFb inhibitor	-13%	3%	-1%
ATXN viability	i	i	i
EPAC2 antagonist	-17%	2%	6%
Nrf2 activator	2.1%	0.3%	-0.3%
ATXN2 expr inh	0%	2%	7%
HepG2 tox	-11%	-3%	31%
MCF10A rerep	-4%	2%	20%
A549 viability	11%	-1%	-4%
Nrf2 block	?	-2%	3%

Continued:
11	CC[C@@]1(C(=O)OC)N[C@H](CN(C)S(=O)(=O)c2ccc(OC)cc2)[C@@H]2C(=O)N(C)C(=O)[C@@H]21
12	CC(C)CC(=O)Nc1nnc(SCC(=O)NC2CCCC2)s1
13	CCCSc1ncc(Cl)c(C(=O)NCc2ccc(OC)cc2)n1
14	Cc1cnc(C(=O)Nc2ccccc2F)cn1
15	CCN(CC)C(=O)CN(c1ccc(F)c(Cl)c1)S(C)(=O)=O
16	Cc1ccc(S(=O)(=O)Nc2ccc3c(c2)CCCN3C(=O)c2cccs2)cc1
17	CCn1nnnc1NC(=O)c1cc(Cl)c(OC)c(Cl)c1
18	CCOc1cc(C2C3=C(CC(C)(C)CC3=O)N(CCCOC)C3=C2C(=O)CC(C)(C)C3)ccc1OC
19	Cc1ccc(-n2ncc(C(=O)NCCN3CCc4ccccc4C3)c2C2CCN(C(=O)OC(C)(C)C)CC2)cc1
20	CCNC(=O)NC(=O)C(C)Oc1ccc(Br)cc1Br (configuration not stated)

Assay by compound	11	12	13	14	15	16	17	18	19	20
TGFb inhibitor	-2%	?	/	7%	-7%	-23%	6%	10%	?	13%
ATXN viability	i	?	/	i	i	?	i	?	/	i
EPAC2 antagonist	0%	-7%	/	7%	0%	/	9%	6%	/	-13%
Nrf2 activator	-0.6%	0.1%	-0.7%	-0.3%	-0.5%	-0.4%	0.3%	-0.6%	-3.5%	4.1%
ATXN2 expr inh	4%	/	/	22%	0%	?	-5%	/	/	72%[activator]
HepG2 tox	-11%	12%	-26%	-1%	18%	-24%	-1%	-2%	-100%	1%
MCF10A rerep	26%	/	/	3%	-1%	/	3%	15%	/	?
A549 viability	3%	/	-3%	-2%	-7%	-6%	1%	-10%	?	6%
Nrf2 block	-6%	/	?	?	/	/	-2%	-5%	?	?

Copied from the entries so far for reference:
19	Cc1ccc(-n2ncc(C(=O)NCCN3CCc4ccccc4C3)c2C2CCN(C(=O)OC(C)(C)C)CC2)cc1
20	CCNC(=O)NC(=O)C(C)Oc1ccc(Br)cc1Br (configuration not stated)

Assay by compound	19	20
TGFb inhibitor	?	13%
ATXN viability	/	i
EPAC2 antagonist	/	-13%
Nrf2 activator	-3.5%	4.1%
ATXN2 expr inh	/	72%[activator]
HepG2 tox	-100%	1%
MCF10A rerep	/	?
A549 viability	?	6%
Nrf2 block	?	?

New compounds follow.
21	C=CCOc1c(Cl)cc(CNc2ccc(N(C)C)cc2)cc1OC
22	COC(=O)c1cc(Br)c(=O)n(CCN2CCCCC2)c1
23	COc1ccc(Cl)cc1NS(=O)(=O)c1cccc(C(=O)NC2CCC(O)CC2)c1 (configuration not stated)
24	O=c1[nH]c(=O)c2cc([N+](=O)[O-])cc([N+](=O)[O-])c2[nH]1
25	Cc1ccc2c(=O)c(CN3CCCCCC3)c(C)[nH]c2c1C
26	CC(=O)C1=C(O)C(=O)N(c2ccc(O)cc2)C1c1ccccc1Cl (configuration not stated)
27	COc1ccc(C(=O)NCC2CCCCC2)cc1S(=O)(=O)N1CCOCC1
28	COC(=O)c1ccccc1NC(=O)c1cc(-c2ccccc2O)no1
29	O=C(N/C(=C\c1ccco1)C(=O)N1CCOCC1)c1ccccc1Cl
30	Clc1ccccc1CN(Cc1ccccc1)C(c1cccs1)c1nnnn1C1CCCC1 (configuration not stated)

Assay by compound	21	22	23	24	25	26	27	28	29	30
TGFb inhibitor	?	22%	0%	0%	2%	0%	-13%	-22%	1%	-10%
ATXN viability	?	i	i	?	i	i	i	i	i	i
EPAC2 antagonist	-4%	3%	7%	-1%	7%	11%	-1%	/	-2%	4%
Nrf2 activator	-0.5%	-0.6%	0.4%	?	-0.4%	-0.8%	0.2%	3.4%	-0.8%	-0.6%
ATXN2 expr inh	27%	3%	2%	?	-7%	-5%	5%	-7%	29%	-23%
HepG2 tox	-65%	5%	-21%	-9%	6%	-7%	-11%	-25%	-3%	-21%
MCF10A rerep	?	0%	-1%	-17%	1%	-3%	-40%[inhibitor]	/	-3%	-7%
A549 viability	-4%	-2%	1%	-7%	1%	0%	0%	-13%	-1%	-21%
Nrf2 block	7%	12%	-12%	2%	14%	?	-3%	-5%	3%	-37%

31	COc1ccc(CNC(=O)CCCN2C(=O)c3cccnc3Oc3ccc(Cl)cc32)cc1
32	COc1ccc(NC(=O)CSc2nc(C(C)C)nc3c2c(=O)n(C)c(=O)n3C)c(OC)c1
33	CCC(C)NC(=O)CSc1nc(-c2ccc(F)cc2)cc(C(F)(F)F)n1 (configuration not stated)
34	COc1ccc(CCNC(=O)c2c(C)nn(CC(C)C)c2Cl)cc1OC
35	O=C(CCc1ccccc1)NC(=S)NCc1ccco1
36	Cc1cc(C(=O)CCC(=O)Nc2ncccc2O)c(C)s1
37	CCN(CC)c1cc(Oc2ccccc2)ncn1
38	CCc1ccccc1NC(=O)CN(C)C(=O)COC(=O)c1c(Cl)cccc1Cl
39	CCOC(=O)c1ccc(NC(=O)Cn2cnc3cc(C)c(C)cc32)cc1
40	O=c1[nH]c2ccc(NC(=S)Nc3ccccc3Cl)cc2[nH]1

Assay by compound	31	32	33	34	35	36	37	38	39	40
TGFb inhibitor	?	-12%	6%	1%	-7%	?	7%	27%	-23%	12%
ATXN viability	/	i	i	i	i	i	i	i	i	i
EPAC2 antagonist	/	3%	/	9%	-5%	-5%	-3%	-19%	3%	-2%
Nrf2 activator	4.6%	0.0%	0.0%	0.2%	?	-0.4%	2.9%	0.2%	0.3%	0.0%
ATXN2 expr inh	/	3%	0%	-1%	2%	15%	20%	-3%	?	0%
HepG2 tox	-11%	-1%	2%	2%	-2%	4%	13%	-4%	2%	-21%
MCF10A rerep	/	-9%	/	6%	-11%	-19%	2%	6%	?	-2%
A549 viability	-5%	-4%	-1%	-3%	9%	-1%	-1%	-8%	-12%	1%
Nrf2 block	14%	0%	3%	-20%	7%	5%	1%	?	-5%	/

41	O=C(COC(=O)CCC(=O)c1cccs1)NCc1ccco1
42	COc1ccc(CCCc2nnc(SCC(=O)Nc3nccs3)n2C)cc1C
43	COc1ccc(/C=N/NC(=O)C(N)=O)c(OC)c1OC
44	COc1cccc(C(C(=O)NC2CCCCC2)N(CC2CCCO2)C(=O)CNC(=O)c2ccco2)c1 (configuration not stated)
45	Cc1c(C(N)=O)sc2ncn(CCOc3ccccc3)c(=O)c12
46	C=CCn1c(SCC(=O)Nc2ccc3c(c2)CCC3)nnc1-c1cccs1
47	Cc1cccc(-n2c(-c3ccco3)n[nH]c2=S)c1
48	CC(C)Cc1ccc(C(C)C(=O)Nc2ccc(O)cc2)cc1 (configuration not stated)
49	CC(C)Nc1nc(NC(C)C)nc(N(C)N)n1
50	Cc1ccc2c(c1)N(C(=O)CCC(=O)N1CCc3ccccc3C1)CCO2
51	C=CCc1cccc2cc(C(=O)NNC(=O)c3ccncc3)c(=O)oc12
52	CCCN1C(=O)/C(=C/c2cc(C)n(C)c2C)SC1=Nc1ccc(OCC)cc1

Assay by compound	41	42	43	44	45	46	47	48	49	50	51	52
TGFb inhibitor	?	0%	23%	-9%	7%	-19%	3%	?	-17%	0%	6%	0%
ATXN viability	i	i	i	i	i	i	i	?	i	i	i	?
EPAC2 antagonist	4%	0%	-2%	11%	-6%	-6%	-2%	-16%	-4%	-6%	1%	-2%
Nrf2 activator	-0.1%	0.0%	-1.1%	0.0%	3.4%	2.3%	2.0%	4.3%	-0.9%	2.2%	0.5%	1.3%
ATXN2 expr inh	-1%	-3%	-22%	1%	1%	-14%	-1%	/	-35%	5%	2%	-10%
HepG2 tox	-1%	-43%	27%	4%	5%	-13%	21%	-46%	-11%	-27%	1%	-3%
MCF10A rerep	-4%	0%	10%	0%	10%	9%	-7%	5%	2%	9%	-6%	?
A549 viability	-9%	9%	0%	-6%	5%	-9%	-1%	-21%	4%	7%	-3%	-2%
Nrf2 block	-13%	-12%	1%	-3%	-7%	?	8%	?	-8%	-3%	3%	9%

This is a subset (hit frequency here may not be typical).
